Assay outcomes as filed in PubChem.
FLuc counter – counter-screen for miR-21 project: firefly luciferase inhibitors or activators. P08659. purified FLuc, Km substrates, luminescence inhibition. Potency, µM (series often up to 57.5 µM), inactives show at the top dose activity change, negative = inhibition, hits mostly inhibitors. actives 6.9% (n = 360,000);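 further: plate controls were vehicle for no effect and reference inhibitor for full effect; nearly all actives have a fitted effect of over 55% in size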
Target sequence (P08659 whole entry, looked up): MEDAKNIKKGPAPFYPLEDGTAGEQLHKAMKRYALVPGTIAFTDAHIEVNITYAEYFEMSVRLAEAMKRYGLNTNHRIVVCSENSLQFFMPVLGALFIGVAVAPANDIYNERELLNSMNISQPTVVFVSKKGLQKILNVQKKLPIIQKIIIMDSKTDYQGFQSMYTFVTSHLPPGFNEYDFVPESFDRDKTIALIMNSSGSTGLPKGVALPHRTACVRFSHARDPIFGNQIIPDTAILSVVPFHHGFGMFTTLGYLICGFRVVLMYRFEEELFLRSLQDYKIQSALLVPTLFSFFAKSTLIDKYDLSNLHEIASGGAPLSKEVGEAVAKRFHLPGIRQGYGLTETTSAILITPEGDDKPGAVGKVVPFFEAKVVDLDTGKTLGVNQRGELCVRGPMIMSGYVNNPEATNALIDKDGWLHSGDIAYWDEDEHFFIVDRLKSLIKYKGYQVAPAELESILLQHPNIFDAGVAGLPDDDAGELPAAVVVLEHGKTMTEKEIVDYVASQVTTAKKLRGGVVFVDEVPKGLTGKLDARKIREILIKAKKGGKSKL
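Purified P. pyralis luciferase, 10 nM final, with Km-level 10 uM D-luciferin and 10 uM ATP in 50 mM Tris acetate pH 7.5, 10 mM Mg acetate, 0.01% Tween-20, 0.05% BSA; 6-point qHTS titration about 60 µM downward; luminescence read.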
MBNL1 CUG block – blocks human MBNL1 binding to CUG repeat RNA. Q9NR56. TR-FRET MBNL1-His/biotin-(CUG)12 binding, 665/545 ratio. Potency, µM (series often up to 57.5 µM), for the others: at the highest dose activity change, negative = inhibition, usual class: inhibitors. actives 0.036% (n = 280,000). AID 2675; active means well fitted inhibition curve with a large enough effect in the signal ratio, with a control signal flat, not every such curve was filed as active; inconclusive means small, poorly fitted or top-dose-only effect, or effect the other way, or a change in a side signal; inactive means no such curve, though single readings can be large or run the other way; the % refers to the signal ratio; further: on the % scale 0 is the no-effect control and ±100 the full control effect
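Inhibition of protein-RNA binding appears as loss of TR-FRET between terbium anti-His antibody on MBNL1-His and streptavidin-XL665 on biotin-(CUG)12. Activity is normalized to buffer-only and uninhibited-complex controls.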
NPC1 promoter act – NPC1 promoter activation. AID 485313. Huh7 NPC1 promoter luciferase reporter, 24 h. actives 2.4% (n = 320,000). Potency, µM (series often up to 9.22 µM), for the others: at the top dose activation, most hits filed as activators;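 further: % of control where 0% means no effect; nearly all actives have a fitted effect of over 60% in size; reporter is driven by a mutant NPC1 promoter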
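Quantitative HTS used a cell-based reporter: Huh7 cells stably bearing the NPC1 promoter upstream of luciferase were treated with compounds for 24 h, and promoter activation was read as luminescence.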
uPA surface inh – cell surface uPA generation inhibition. cell surface uPA generation assay, qHTS. Potency, µM (highest dose often 38.3 µM), inactives show at the top dose activity change, negative = inhibition, most hits filed as inhibitors. actives 0.31% (n = 330,000). AID 540303; active means well fitted inhibition curve with a large enough effect; inconclusive means small, poorly fitted or top-dose-only effect; inactive means no such curve, though single readings can be large or run the other way; tested in mouse RAW 264.7 cells; further: on the % scale 0 is the no-effect control and ±100 the full control effect; nearly all actives have a fitted effect of over 55% in size
RORg inh – inhibitors of mouse ROR gamma transcriptional activity. actives 5.4% (n = 310,000). Drosophila S2 Gal4-RORgamma UAS-luciferase reporter, 20 h. P51450. AID 2551. Potency, µM (doses to about 53.6 µM), for the others: top-dose activity change, negative = inhibition, hits mostly inhibitors; further: on the % scale 0 is the no-effect control and ±100 the full control effect; nearly all actives have a fitted effect of over 60% in size
Target sequence (P51450 whole entry, looked up, the tested form may be a part): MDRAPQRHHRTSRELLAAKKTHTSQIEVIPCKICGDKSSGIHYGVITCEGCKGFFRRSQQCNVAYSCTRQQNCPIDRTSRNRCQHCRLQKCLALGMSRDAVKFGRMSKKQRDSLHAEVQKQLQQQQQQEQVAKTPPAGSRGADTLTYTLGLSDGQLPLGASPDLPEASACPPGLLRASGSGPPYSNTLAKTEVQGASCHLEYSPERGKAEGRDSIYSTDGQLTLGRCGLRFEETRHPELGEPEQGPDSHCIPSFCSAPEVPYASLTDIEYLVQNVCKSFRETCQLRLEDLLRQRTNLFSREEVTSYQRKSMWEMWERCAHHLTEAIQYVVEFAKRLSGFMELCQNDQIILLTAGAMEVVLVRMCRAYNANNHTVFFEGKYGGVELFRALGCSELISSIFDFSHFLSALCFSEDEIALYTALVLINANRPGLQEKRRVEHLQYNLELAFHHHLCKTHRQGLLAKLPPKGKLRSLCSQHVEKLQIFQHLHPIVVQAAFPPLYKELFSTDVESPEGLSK
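Drosophila S2 cells stably expressing Gal4-DBD/mouse RORγ fusion under metallothionein promoter plus UAS-luciferase; compound 1 h, then 700 uM CuSO4 induction for 20 h at ambient temperature; inhibition read as reduced luminescence.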
p53 reactivation – restores transcriptional activity of mutant p53; AID 504706; actives 0.063% (n = 320,000); Potency, µM (top dose mostly 92.2 µM), for the others: at the top dose activity change, positive = activation, usual class: activators; H1299 p53-A138V BP100-luciferase reporter, luminescence, 24 h; further: % of control where 0% means no effect; nearly all actives have a fitted effect of over 45% in size
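H1299 (p53-null), stable ts p53-A138V + BP100-Luc; 1000 cells/well, Opti-MEM/10% FBS; cpd 4 pt, 1:5; 24 h, 37 deg C, 5% CO2; detection reagent 10 min RT; luminescence.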
Gal4-VP16 FLuc – inhibits Gal4-VP16 luciferase reporter, ROR gamma counter-screen; actives 3.5% (n = 310,000); Potency, µM (titrated, usually from 53.6 µM), for inactives: at the top dose activity, negative = inhibition, usual class: inhibitors; Drosophila S2 Gal4-VP16 UAS-luciferase, luminescence, 20 h;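 further: Gal4-VP16 expression switched on by copper sulfate through the metallothionein promoter; on the % scale 0 is the no-effect control and ±100 the full control effect; nearly all actives have a fitted effect of over 50% in size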
Rab9 prom act – activators of Rab9 promoter | Huh7 Rab9 promoter-luciferase reporter, luminescence, 24 h | Potency, µM (doses to about 9.22 µM), inactives show at the top dose activation, negative = inhibition, actives largely listed as activators | actives 2.8% (n = 320,000); further: % of control where 0% means no effect; nearly all actives have a fitted effect of over 60% in size
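Luciferase signal after 10 min detection reagent at ambient indicates Rab9 promoter upregulation; stably transfected Huh7 cells were treated 24 h with compound in DMSO at 37 °C, 5% CO2.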
ELG1 genotox – inducers of genotoxicity in HEK293T ELG1-luciferase cells; HEK293T ELG1-luciferase reporter, luminescence, 16 h; Potency, µM (series often up to 46 µM), without a hit: at the top dose activity change, positive = activation, hits mostly activators; actives 1.3% (n = 330,000); further: % of control where 0% means no effect; nearly all actives have a fitted effect of over 60% in size
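DMSO vehicle served as control against compound-treated ELG1-luciferase HEK293T cells; exposure lasted 16 hr at 37 °C and 5% CO2, followed by ONE-Glo luminescence detection after 30 min.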
BRCA1 expr act – activators of BRCA1 expression. Potency, µM (titrated, usually from 46.1 µM), for inactives: top-dose activation, actives largely listed as activators. AID 624202. MCF7-BRCA1-FFLuc reporter, luminescence, 48 h; response scale: scaled: vehicle 0%, 10 µM genistein 100%. actives 1.1% (n = 380,000); further: nearly all actives have a fitted effect of over 80% in size; some results filed as inactive show a strong effect at the top dose
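Using MCF7 cells harboring a BRCA1 firefly luciferase reporter, plated 2 h before compound pinning, the screen measured luminescence after 48 h incubation. Responses were normalized to DMSO and 10 microM genistein, then fitted for concentration-effect.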
An asterisk follows results filed as active; u = inconclusive; x = not tested or not shown; & = joins results of further samples; [ ] = another dose, or the depositor's remark. Unless noted, the call rests on the fitted dose curve; in most records, active means well fitted curve in the direction sought with a large enough effect; inconclusive means small, poorly fitted or top-dose-only effect, or another doubt; inactive means no such curve, though single readings can be large; an effect the other way counts as inactive or inconclusive. Potency means the concentration at half of the fitted maximal effect.

SMILES	FLuc counter	MBNL1 CUG block	NPC1 promoter act	uPA surface inh	RORg inh	p53 reactivation	Gal4-VP16 FLuc	Rab9 prom act	ELG1 genotox	BRCA1 expr act
Cc1cccc(NCc2nc(SCC(N)=O)n[nH]2)c1	-10%	-3%	1%	-2%	-4%	0%	0%	1%	-4%	0%
O=C(NNC(=O)c1ccccc1[N+](=O)[O-])c1ccc(NS(=O)(=O)c2cccs2)cc1	3%	u	-3%	-6%	-29%	14%	5%	-6%	-1%	-13%
O=C(CSc1cn(Cc2cccc(F)c2)c2ccccc12)NCc1ccc(F)cc1	5%	-21%	-5%	-14%	-18%	2%	-23%	1%	2%	-10%
CC1CCCC(C)N1CC(O)COCc1ccccc1 (stereo not drawn)	-2%	-1%	-4%	-10%	7%	0%	-4%	-1%	0%	0%
CCc1cc(OCCCCNCc2ccccc2)ccc1Cl	4%	u	6%	7%	2%	23%	-23%	2%	-7%	-23%
O=c1/c(=C\c2cc([N+](=O)[O-])cc([N+](=O)[O-])c2O)sc2nc3ccccc3n12	9.5µM*	u	-3%	-4%	1%	-1%	-5%	11%	6%	-5%
CCCCCn1c(S(=O)(=O)O)nc2ccccc21	4%	-2%	-7%	1%	-2%	-2%	0%	-2%	-2%	-2%
Cc1ccc(-n2nc(C)c(NC(=O)COC(=O)c3ccccc3NCCO)c2C)cc1	-12%	x	18%	0%	x	-2%	x	u	2%	37%
CC(NC(=O)CN(C)CC(=O)Nc1ccc(Cl)c(C(F)(F)F)c1)c1ccccc1 (stereo not drawn)	0%	x	-2%	-5%	x	2%	x	-5%	10%	-43%
O=C(NCc1ccccc1)c1ccc(Cn2cc(C(F)(F)F)ccc2=O)cc1	-2%	-6%	0%	x	8%	-1%	0%	-4%	-1%	1%
CCOc1c(/C=C(\C#N)C(N)=O)c2ccccc2n1CC	0%	u	1%	0%	27%	-9%	u	-5%	-4%	-57%
COC(C(=O)Nc1ccnn1C1CCN(Cc2ccc(C)o2)CC1)c1ccccc1 (stereo not drawn)	1%	-5%	0%	u	-10%	3%	0%	-6%	0%	0%
Cc1ccc2c(c1)NC(=O)C(CC(=O)NCCCN1CCN(c3cc(Cl)ccc3C)CC1)O2 (stereo not drawn)	1%	-13%	-3%	-6%	u	-10%	-18%	-3%	-6%	-57%
CCOC(=O)C1(Cc2cccc(OC)c2)CCN(Cc2cccc(O)c2)CC1	3%	-4%	0%	2%	-4%	1%	-4%	-10%	-6%	0%
CCC/C(=N/NC(=O)c1ccc2c(c1)OCO2)c1cccs1	17µM*	13%[11.5 µM]	13%	-3%	u	u	-14%	u	13%	21%
O=C(O)C1=C[C@@H](c2csc3ccccc23)C[C@@H](OCCCCO)O1	-6%	-18%	-3%	-9%	-2%	-2%	-4%	-5%	1%	5%
Cc1ccccc1N1CC(C(=O)N2CC(C)CC(C)C2)CC1=O (stereo not drawn)	3%	x	-6%	2%	x	-3%	x	3%	0%	34%
O=C(CN(Cc1ccccc1)S(=O)(=O)c1ccc2c(c1)OCCO2)N/N=C/c1ccc(F)cc1	1%	-12%	-2%	8%	19%	3%	-1%	2%	-2%	-25%
O=c1ccc2cc(S(=O)(=O)N3CCN(c4ccccc4)CC3)ccc2[nH]1	2%	2%	-4%	3%	-1%	13%	2%	2%	-2%	-9%
O=C(O)C(c1ccccc1)C1(O)CCCCC1 (stereo not drawn)	4%	-4%	-2%	11%	-7%	-1%	-3%	-3%[1.84 µM]	-1%	11%
CCC1(CC)Cc2ccccc2C(=C(C#N)C#N)N1	-1%	-10%	-1%	1%	u	-3%	22%	-2%	-1%	-19%
CCc1ccc(NC(=O)NCCCN2CCCC2=O)cc1	-17%	-6%	17%	7%	17%	u	9%	u	u	0%
CCOC(=O)c1[nH]cnc1C(=O)Nc1cccc(OC)c1	8%&1%	-4%	-7%	2%	-17%	-3%	1%	-3%	-4%	-15%
Cc1[nH]n(-c2ccccc2)c(=O)c1N=Nc1ccccc1	4.8µM*	-5%	u	3%	20%	9%	u	u	u	46%
Cc1ccc(C(=O)OCCn2cc(C#N)c(=O)[nH]c2=O)cc1	-4%	3%	-4%	-1%	0%	0%	6%	-10%	4%	29%
CCNC(=S)NNC(=O)Cc1ccccc1	-1%	0%	-3%	-4%	u	-5%	-5%	-3%	1%	26%
COc1ccccc1NS(=O)(=O)c1cccc(NC(=O)c2nn(C)c(=O)c3ccccc23)c1	2%	x	-7%	u	x	-14%	x	-8%	0%	-72%
COCCn1c(C)cc(C(=O)COC(=O)CCc2ccc(S(=O)(=O)N3CCOCC3)cc2)c1C	15µM*	4%	3%	8%	-11%	7%	3%	7%	-1%	7%
OC1(c2cccs2)CN(c2ccc(Cl)cc2)C2=[N+]1CCCS2 (stereo not drawn)	-2%	0%	-10%	5%	10%	-2%	2%	-3%	-14%	-7%
O=C(CN1CCCCC1)NC(=O)NC1CCCC1	3%	-6%	-6%	-3%	-9%	-8%	-9%	0%	6%	0%

Two neighbouring entries from above, for reference:
SMILES	FLuc counter	MBNL1 CUG block	NPC1 promoter act	uPA surface inh	RORg inh	p53 reactivation	Gal4-VP16 FLuc	Rab9 prom act	ELG1 genotox	BRCA1 expr act
OC1(c2cccs2)CN(c2ccc(Cl)cc2)C2=[N+]1CCCS2 (stereo not drawn)	-2%	0%	-10%	5%	10%	-2%	2%	-3%	-14%	-7%
O=C(CN1CCCCC1)NC(=O)NC1CCCC1	3%	-6%	-6%	-3%	-9%	-8%	-9%	0%	6%	0%

(further entries)
SMILES	FLuc counter	MBNL1 CUG block	NPC1 promoter act	uPA surface inh	RORg inh	p53 reactivation	Gal4-VP16 FLuc	Rab9 prom act	ELG1 genotox	BRCA1 expr act
CCN(CC)S(=O)(=O)c1cccc(NC(=O)C2CC(=O)N(c3ccc4c(c3)OCCO4)C2)c1 (stereo not drawn)	-2%	x	-3%	-2%	x	-4%	x	-2%	-7%	-20%
COc1cccc(CNC(=O)CCc2nnc3ccc(NCCCN4CCCC4=O)nn23)c1	-2%	-6%	-1%	-3%	-24%	19%	-7%	1%	1%	9%
COc1ccc(CNC(=O)C2CCN(S(=O)(=O)N3CCCCC3)CC2)c(OC)c1	1%	u	-1%	-1%	-20%	6%	1%	-6%	-2%	0%
CCOC(=O)c1c(C)[nH]c(C(=O)OCC(=O)N2c3ccccc3CC2C)c1C (stereo not drawn)	-5%	-8%	1%	6%	7%	-5%	7%	4%	-4%	-15%
O=C1N(Cc2cccnc2)C[C@@H]2C[C@@H](c3cccc(Oc4ccccc4)c3)N3CCC[C@@]123	-3%	-4%	-1%	-19%	28%	-4%	-2%	-1%	-6%	-27%
CCC(C)N=C1CC(C)(C)CC(=O)/C1=C(/O)Cc1ccccc1 (stereo not drawn)	6%	-10%	-2%	-4%	18%	-6%	0%	-2%	-1%	11%
CN(C)c1cccc(C(=O)n2cc(C(=O)c3cc(F)ccc3O)cn2)c1	-17%	0%	-22%	3%	-17%	10%	29%	7%	u	u
CCN1CCN(C(=O)c2ccc(Cl)c(S(=O)(=O)N(C)c3ccccc3)c2)CC1	-1%	x	-5%	4%	x	u	x	-3%	1%	-1%
C[C@H](CO)N1C[C@H](C)[C@@H](CN(C)Cc2ccc(-c3ccccc3)cc2)Oc2ccc(NC(=O)Cn3cnnn3)cc2C1=O	x	x	x	-1%	x	0%	x	x	0%	4%
CCN(CC(=O)NC(=O)NCc1ccco1)Cc1nc2ccccc2c(=O)[nH]1	0%	-1%	-5%	-4%	0.56µM*	6%	1.1µM*	-7%	1%	-18%
COc1ccc(OCc2cc(C(=O)NC3CCOCC3)no2)c2ccccc12	-5%	12%	-4%	-2%	16%	-5%	-9%	4%	0%	-29%
C=CCn1c(C(C)C)nc2ccccc21	-6%	-1%	-1%	3%	11µM*	-2%	-5%[10 µM]	-7%	1%	0%
CC(C)CN(C(=O)c1ccc(F)cc1F)c1c(N)n(CC(C)C)c(=O)[nH]c1=O	0%	-3%	-3%	2%	-5%	0%	5%	-7%	8%	-15%
CSc1ccc(NC(=O)N2CCN(c3nc4ccccc4s3)CC2)cc1	6%	5%	-1%	x	-1%	0%	3%	-22%	-6%	-37%
CC(C)OC(=O)c1cccc2c1C(=O)c1ccccc1-2	u	x	u	-5%	1%	10%	9%	29%	18%	42%
O=C1N/C(=N/S(=O)(=O)Cc2ccccc2)S/C1=C/c1ccc2c(c1)OCO2	27µM*	0%	-2%	-12%	7%	10%	-2%	-5%	-2%	-14%
Cc1cc(=O)n(CC(=O)O)c2ccccc12	-2%	-10%	-4%	10%	0%	0%	-2%	2%	2%	-2%
COCCn1cnc2c1c(=O)[nH]c(=O)n2Cc1ccccc1	7%	-5%	1%	18%	-12%	1%	-1%	-3%	-4%	-14%
O=C(Cc1csc(N2CCOCC2)n1)N/N=C/c1ccccc1C(=O)O	-1%	x	2%	0%	16%	2%	-6%	2%	0%	10%
O=S1(=O)CCO[C@H]2Cc3ccccc3[C@H]2N1Cc1ccc(Cl)cc1	9%	-8%	-6%	-2%	-1%	x	-10%	0%	-5%	-5%
COc1ccccc1C(=O)NCC(=O)OCc1ccc(Br)cc1	u	2%	-2%	1%	-36%	-5%	0%	-1%	2%	-20%
CCc1nc2c(c(=O)c3ccccc3n2C)c(=O)n1-c1ccc(F)cc1	u	x	-9%	2%	10%	1%	-16%	-2%	1%	-2%
